# Screening results from PubChem BioAssay.
# CHO-K1 Ca antag: nonselective inhibitor or artifact in parental CHO-K1 cells; ATP-induced calcium, Fluo-8 fluorescence; inhibition, % at 3 µM; 0.6% of 360,000 active; AID 602250;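 active = inhibition above a per-plate cutoff, the plate's mean sample inhibition plus 3 SD, cut at about 24% in these data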;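 note: 0% = DMSO plus EC80 ATP and 100% = DMSO alone without ATP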
# CHO parental Ca: signal in parental CHO cells, OX1R antagonist counter-screen. AID 463079. inhibition, % at 5.6 µM. 0.63% of 330,000 active. parental CHO-K1, ATP-induced calcium, Fluo-8 fluorescence;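 active = inhibition above that plate's mean sample inhibition plus 3 SD, cut at about 26% in these data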;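 note: 0% = ATP-challenged DMSO wells and 100% = DMSO wells without ATP; some compounds past the cut are filed as inactive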
#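 Assay system: parental CHO cells; Read-out basis: percent inhibition of ATP-evoked calcium rise, normalized to controls; Benchmarks: ATP and no-ATP DMSO wells; Compound dosing: single nominal dose of 5.6 µM per compound; Signal: Fluo-8 calcium dye fluorescence; Also added: ATP as calcium-mobilizing challenge; Repeats: singlicate.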
# CHRM1 agonist: agonists of human M1 muscarinic receptor; P11229; CHO-K1 hM1, Fluo-8 calcium fluorescence, agonist mode; 0% DMSO, 100% acetylcholine EC100; activation, % at 3 µM; 0.33% of 360,000 active; AID 588814;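 active = activation above the run's mean compound activation plus 3 SD, cut at about 16% in these data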;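 note: peak over basal fluorescence ratio within a 140 s kinetic read after compound addition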
# Target sequence (P11229 whole entry, looked up): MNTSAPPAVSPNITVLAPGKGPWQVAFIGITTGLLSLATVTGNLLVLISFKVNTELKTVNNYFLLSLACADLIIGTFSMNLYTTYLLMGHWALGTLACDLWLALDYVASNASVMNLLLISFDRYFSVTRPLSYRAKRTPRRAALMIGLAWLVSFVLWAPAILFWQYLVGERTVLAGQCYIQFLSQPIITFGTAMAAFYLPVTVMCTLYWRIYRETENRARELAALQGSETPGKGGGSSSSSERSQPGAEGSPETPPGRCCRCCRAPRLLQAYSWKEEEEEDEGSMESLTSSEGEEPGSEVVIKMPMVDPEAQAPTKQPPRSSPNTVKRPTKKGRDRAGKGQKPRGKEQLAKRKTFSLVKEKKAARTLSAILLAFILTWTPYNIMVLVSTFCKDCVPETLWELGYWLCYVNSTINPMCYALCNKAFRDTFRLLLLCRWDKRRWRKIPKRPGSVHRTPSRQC
# OXTR potentiator: human OXTR potentiation. CHO-OTR cells, Fluo-8 calcium fluorescence, potentiator mode; 0% = oxytocin EC15, 100% = EC100. 0.061% of 320,000 active. P30559. activation, % at 3 µM;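 active = activation above that plate's cutoff, the mean activation of tested compounds plus 3 SD, cut at about 6.6% in these data, passing the limit was not always enough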;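 note: 100% uses oxytocin at 75 nM as the full agonist control; some results filed as inactive read as strong as hits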
#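 assay system = CHO-OTR cells, human receptor | schedule = compound 6 min at room temperature before oxytocin, 100 s read | detection = Fluo-8 intracellular calcium fluorescence, ex 470-495, em 515-575 nm | evaluation = normalized max/min fluorescence ratio, % activation | control set = EC15 oxytocin alone as 0%, 75 nM oxytocin (EC100) as 100%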
# M1 ag parental: nonselective activator or artifact in parental CHO-K1 cells. Fluo-8 calcium fluorescence; scaled to maximal ATP response, vehicle zero. activation, % at 3 µM. 0.48% of 360,000 active. AID 602248; in the data active = activation above about 15%;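 note: untransfected CHO-K1 host cells lacking M1 receptor as counterscreen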
# M1 antag: antagonists of human M1 muscarinic receptor. P11229. CHO-K1 hM1, Fluo-8 calcium fluorescence, ACh EC80 antagonist. inhibition, % at 3 µM. 1.3% of 360,000 active. AID 588852;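 active = percent inhibition above its own plate's cutoff, namely the mean of that plate's compound wells plus 3 SD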;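 note: peak over basal fluorescence ratio during 140 s after agonist addition; 0% = ACh EC80 plus DMSO and 100% = DMSO alone without agonist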
# M1 PAM: human CHRM1 positive allosteric modulation | P11229 | CHO-K1 hM1, Fluo-8 calcium fluorescence, ACh EC20; 0% = ACh EC20, 100% = maximal ACh | AID 588819 | activation, % at 3 µM | 0.088% of 360,000 active; in the data active = activation above about 19%, passing the limit was not always enough
# M4 ag: agonists of human muscarinic M4 receptor (CHRM4) | P08173 | CHO-K1 hM4/Gqi5, Fluo-8 calcium fluorescence; vehicle 0%, full acetylcholine response 100% | activation, % at 3 µM | 0.14% of 360,000 active | AID 624127;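 active = activation above the run mean over all test wells plus 3 SD, cut at about 32% in these data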;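 note: peak over basal fluorescence ratio per well then scaled between controls; 0% = DMSO wells and 100% = acetylcholine at EC100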
# Target sequence (P08173 whole entry, looked up): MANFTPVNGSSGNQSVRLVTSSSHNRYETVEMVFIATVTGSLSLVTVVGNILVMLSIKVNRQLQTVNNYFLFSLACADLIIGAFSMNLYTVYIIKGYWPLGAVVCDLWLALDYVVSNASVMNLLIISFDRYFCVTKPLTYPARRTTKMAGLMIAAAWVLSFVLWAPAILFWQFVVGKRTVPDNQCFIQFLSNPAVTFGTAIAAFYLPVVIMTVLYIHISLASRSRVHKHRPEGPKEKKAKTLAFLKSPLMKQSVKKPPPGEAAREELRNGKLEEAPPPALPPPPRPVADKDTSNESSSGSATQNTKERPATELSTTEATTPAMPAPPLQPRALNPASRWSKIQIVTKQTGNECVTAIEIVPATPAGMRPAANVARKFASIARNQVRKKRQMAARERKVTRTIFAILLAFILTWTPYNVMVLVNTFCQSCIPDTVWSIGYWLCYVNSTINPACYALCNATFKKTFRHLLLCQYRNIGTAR
# CHRM4 antagonist: antagonists of human muscarinic M4 receptor (CHRM4); P08173; CHO-hM4 cells, ACh EC80, Fluo-8 calcium fluorescence; inhibition, % at 3 µM; 0.73% of 360,000 active; AID 624125;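 active = inhibition above its plate's cutoff, the mean inhibition of sample wells plus 3 SD, cut at about 27% in these data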;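 note: 0% = acetylcholine EC80 with DMSO and 100% = DMSO without agonist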
# An asterisk follows results filed as active; . = not tested or not shown.
SMILES,CHO-K1 Ca antag,CHO parental Ca,CHRM1 agonist,OXTR potentiator,M1 ag parental,M1 antag,M1 PAM,M4 ag,CHRM4 antagonist
COc1ccc(OC)c(NC(=O)C2CCCN2C(=O)NC2CCCCC2)c1 (stereo not given),-14,-23,-2,-2,-0.1,-10,7,0,-10
C=C(C)CSc1ncc(-c2cccc(C(F)(F)F)c2)cn1,-22,-18,-5,-7,0.2,-12,5,-1,-11
COc1ccc(CCNC(=O)CSc2nc(-c3ccco3)cc(C(F)(F)F)n2)cc1,-7,7,-6,-5,0.3,-7,6,1,4
CN1CCN(S(=O)(=O)c2cccc(C(=O)N(C)CC(=O)Nc3ccc(Cl)c(Cl)c3)c2)CC1,-13,.,-6,.,2.7,-6,6,7,-7
COC(=O)C1=C(COc2ccc(F)cc2)NC(=O)NC1c1ccc(C)cc1C (stereo not given),-9,-22,0,-6,1.0,-32,13,1,-9
Cc1ccc(C)c(NS(=O)(=O)c2cc(C(=O)Nc3ccccc3-c3ccccc3)ccc2C)c1,-7,-11,-7,-6,1.1,-2,-11,-1,3
Cc1cc(C)n2nc(SCc3ccccc3F)nc2n1,-5,-5,-3,-4,1.2,8,0,1,0
CCOC(=O)CC(=O)COc1nc2cc3c(nc2o1)CCCC3,-3,-5,-6,-4,0.7,-14,8,1,-3
Cc1ccc(-c2noc(C3CCCN(C(=O)c4ccc(C(C)(C)C)cc4)C3)n2)o1 (stereo not given),11,11,-2,-13,1.4,11,-6,14,11
O=C(Cn1cnc2sc3c(c2c1=O)CCCC3)NCC(=O)Nc1ccccc1F,-16,-23,-2,-7,0.7,-10,3,3,-10
CCCn1nc(C(=O)Nc2nnc(CC)s2)c2ccccc2c1=O,-13,-6,-2,0,0.4,12,5,0,-3
Oc1cccc(Nc2ccccc2)c1,-9,-3,-2,-3,0.6,0,-1,0,8
COc1ccc(CN2C(=O)c3ccccc3C2=O)cc1C(=O)OC(C)C(=O)NC(N)=O (stereo not given),3,-14,0,-4,0.0,4,6,1,3
CCC(CC)NC(=O)COC(=O)c1cccc(C)c1O,-14,-7,-3,-6,0.5,-9,11,0,2
O=S(=O)(Nc1cccc(S(=O)(=O)N2CCCCC2)c1)c1ccccc1F,1,-19,2,-2,0.0,-17,12,0,0
Cc1ccc(-c2ccc(CN3C(C(C)C)C(=O)N(Cc4cn(CC5CCCCC5)nn4)CCS3(=O)=O)cc2)cc1 (stereo not given),-4,.,-3,.,0.0,-3,-5,2,-11
CC(=O)Nc1ccc(CN2CCN(CCC(C)C)C(CCO)C2)cc1 (stereo not given),-16,3,-9,0,2.0,-5,5,2,0
Cc1cc(C)nc(SCc2cn3cc(Cl)ccc3n2)n1,4,-4,-8,-3,0.5,-7,3,2,-10
Cc1c(-n2c(SCC(=O)C(C)(C)C)nc3ccccc3c2=O)c(=O)n(-c2ccccc2)n1C,-5,-9,-2,7,-0.9,0,7,1,-1
CC(NC(=O)CCc1nnc(C2CCCCC2)o1)c1ccc(F)cc1 (stereo not given),2,-7,-6,-3,-0.1,-4,5,0,0
CCOc1ccccc1NC(=O)C1=C(C)NC(=O)NC1c1cccc(OC)c1OC (stereo not given),-14,-19,-2,-2,-0.3,-6,-3,-1,7
COc1cc(C(=O)NCCc2ccc(F)cc2)ccc1OCC(=O)N1CCOCC1,-7,-19,-2,-2,1.3,-6,7,2,-1
Cc1cc(S(=O)(=O)N(Cc2ccc3c(c2)OCO3)CC2CCCO2)ccc1-n1cnnn1 (stereo not given),5,-8,-3,-6,3.1,-4,-7,9,1
CC(C(=O)OCC(=O)Nc1ccccc1OC(F)F)N1C(=O)C2CC=CCC2C1=O (stereo not given),4,.,-1,.,2.5,-9,6,2,-9
COC(=O)COc1ccc(S(=O)(=O)Nc2ccc(NC(C)=O)cc2)cc1,-9,9,-3,-14,0.0,-1,1,0,-5
# The listing continues.
SMILES,CHO-K1 Ca antag,CHO parental Ca,CHRM1 agonist,OXTR potentiator,M1 ag parental,M1 antag,M1 PAM,M4 ag,CHRM4 antagonist
Cc1ccc(C)c(OCC(=O)Nc2cccc(S(=O)(=O)NC3=NCCCCC3)c2)c1,-1,21,1,-10,15,16,-7,21,-2
COc1ccc(-c2nc(CS(=O)(=O)CC(=O)NCCc3ccccc3)c(C)o2)cc1,-2,-4,-2,5,1.0,-14,9,0,5
Cc1cc(NS(=O)(=O)c2ccc(NC(=O)c3ccco3)cc2)nc(C)n1,0,5,-2,1,0.0,-4,2,0,7
CN1CCCC(OC(=O)c2ccccc2F)C1 (stereo not given),-5,14,-10,-2,0.8,27,-14,1,-3
COc1ccc(C(Cl)=C(c2ccc(OC)cc2)c2ccc(OC)cc2)cc1,2,-18,0,-8,0.5,-32,0,0,-4
Cc1onc(-c2ccccc2)c1-c1nnc(CN2CCN(S(=O)(=O)c3ccccc3F)CC2)o1,-10,-3,-1,-13,9.2,7,-4,13,0
CCOc1ccccc1NC(=O)C(CC)Sc1nc2ccsc2c(=O)n1CCC(=O)O (stereo not given),-15,-12,-1,-6,-0.8,-6,13,-1,-2
COc1ccc(NC(=O)c2ccc(-n3cncn3)c([N+](=O)[O-])c2)cc1,6,-13,-5,-9,8.8,0,6,1,4
Nc1ccccc1-c1ccccc1N,4,-1,-5,2,-0.3,-6,6,1,3
Cc1nc(SCC(=O)NC(=O)NCCC(C)C)c2c(-c3cccs3)csc2n1,-4,-17,-5,-2,0.6,-5,9,0,5
Cc1ccccc1CCNC(=O)CCn1nc(C)c2c(C)n(-c3ccccc3)nc2c1=O,-15,-31,-3,-8,0.0,8,-1,2,1
Cc1cccc(C)c1NC(=O)c1ccccc1C(=O)O,-3,-2,-3,-6,3.1,-10,10,1,-5
O=C(NCC1CCCO1)c1cccc(-n2cnnn2)c1 (stereo not given),9,6,-3,-12,0.1,6,-5,0,-3
Cn1cc(S(=O)(=O)Nc2cccc(F)c2)c(=O)n(C)c1=O,-14,-2,-1,-3,3.8,-13,4,12,-20
CC1CN(Cc2cn(C)nc2-c2ccc(Oc3ccccc3)cc2)CCN1C (stereo not given),-18,-10,-8,-16,1.9,8,-9,2,20
COc1ccc(NC(=S)Nc2ccccc2SC)c(OC)c1,-13,-16,-12,-4,0.4,-3,4,0,-4
Cc1ccc(NC(=S)NCCN2CCOCC2)cc1C,-11,-5,-5,3,1.6,-1,0,1,4
COc1ccc(-c2sc3ccc(N4CCOCC4)cc3c2C#CC2(O)CCCCC2)cc1,-12,-36,-7,2,0.2,9,-4,6,18
CCN(CC(=O)Nc1ccccc1OC)C(=O)C1CCCC1,-7,-15,-1,-1,-0.3,3,1,1,7
O=C(NC1CCCCCCC1)c1ccccc1O,-23,-29,-4,-10,5.1,-30,3,2,-6
CCOc1cc(N2CCOCC2)c(OCC)cc1NC(=O)CN1C(=O)NC2(CCc3ccccc32)C1=O (stereo not given),-10,-12,-2,3,0.1,-12,10,2,-1
O=C(CSc1nc2ccc(Cl)cc2[nH]1)c1cccs1,-7,-12,-3,1,0.8,-2,4,0,0
CN(C)CCCC(C)(O)C(Cc1ccccc1)c1ccccc1 (stereo not given),1,-9,-10,2,0.3,-7,6,1,11
CC1Cc2cc(S(=O)(=O)N3CCN(c4ccccc4F)CC3)ccc2N1C(=O)C1CC1 (stereo not given),-17,-2,-1,-4,0.5,-3,4,1,-7
Cc1ccc2c(ccc(=S)n2C)c1,-3,-6,-10,-7,0.0,-12,3,0,-16

# Overlap with the part before: 5 entries, followed by the next part.
SMILES,CHO-K1 Ca antag,CHO parental Ca,CHRM1 agonist,OXTR potentiator,M1 ag parental,M1 antag,M1 PAM,M4 ag,CHRM4 antagonist
CCOc1cc(N2CCOCC2)c(OCC)cc1NC(=O)CN1C(=O)NC2(CCc3ccccc32)C1=O (stereo not given),-10,-12,-2,3,0.1,-12,10,2,-1
O=C(CSc1nc2ccc(Cl)cc2[nH]1)c1cccs1,-7,-12,-3,1,0.8,-2,4,0,0
CN(C)CCCC(C)(O)C(Cc1ccccc1)c1ccccc1 (stereo not given),1,-9,-10,2,0.3,-7,6,1,11
CC1Cc2cc(S(=O)(=O)N3CCN(c4ccccc4F)CC3)ccc2N1C(=O)C1CC1 (stereo not given),-17,-2,-1,-4,0.5,-3,4,1,-7
Cc1ccc2c(ccc(=S)n2C)c1,-3,-6,-10,-7,0.0,-12,3,0,-16
Cc1ccc(CN2CC(C(=O)N3CCN(S(=O)(=O)c4ccccc4)CC3)CC2=O)cc1 (stereo not given),-5,.,-4,.,1.6,-9,8,3,-7
CCCOc1ccccc1C(=O)N(Cc1cccc(Br)c1)C1CCS(=O)(=O)C1 (stereo not given),-16,-26,-1,-8,3.7,-7,2,13,-5
COc1ccc(S(=O)(=O)N2CCC(C(=O)NCCC(=O)NCCc3cccc(F)c3)CC2)cc1,9,.,-6,.,-0.1,6,-6,2,-9
CC(=O)N1CCC(N2CCN(Cc3ccc(C)cc3)C(CCO)C2)CC1 (stereo not given),-12,-5,-6,8,1.1,-11,6,0,-2
CCOC(=O)C1CCN(C(=O)N2CCOCC2)CC1,6,-4,1,-5,-0.6,-20,8,0,4
CNC(=O)c1c(Br)cnn1-c1ccc(C)cc1,-8,-15,-8,-4,0.0,-6,9,1,-8
O=[N+]([O-])c1ccc(C2CCCC/C2=N/OCc2ccc(F)cc2)c([N+](=O)[O-])c1 (stereo not given),-12,-25,-7,-4,1.3,-2,-18,-1,-3
CCOC(=O)c1c(NC(=O)CSc2nnc(C)s2)sc2c1CCCCC2,-10,52*,0,-16,1.0,-6,8,0,-9
CC(=O)N1N=C(c2ccc(NS(=O)(=O)c3ccccc3)cc2)CC1c1ccco1 (stereo not given),6,-7,-3,-10,1.6,8,-7,7,12
CCN(CC)S(=O)(=O)c1cccc(NC(=O)COC(=O)c2n[nH]c(=O)c3ccccc23)c1,7,31,-6,-34,9.2,13,-9,14,8
COC(=O)[C@]12CCCCC=C1N(CCC1=CCCCC1)C(=O)[C@H](CC(=O)NCc1cccs1)C2,-5,.,.,.,4.0,.,.,5,-17
O=C(c1ccco1)N1CCN(Cc2ccccc2Br)CC1,-15,-12,-9,-10,0.7,-10,7,2,-8
COc1ccc(-c2nn(-c3ccccc3)cc2CO)cc1OC,-8,-4,-1,-9,1.4,-10,8,2,-1
O=C(NCc1ccncc1)C1Cc2c(-c3ccc(Cl)cc3)ccnc2O1 (stereo not given),-6,.,-7,.,0.6,-6,2,4,-21
Cc1ccc(C)c(S(=O)(=O)N2CCN(C(=O)c3ccc(C)s3)CC2)c1,5,-16,-2,-4,1.5,-5,4,6,-11
O=C(CC12CC3CC(CC(C3)C1)C2)Nc1ccc2c(c1)COC2=O,-8,3,-2,-14,2.7,2,3,3,10
COC(=O)c1c(C)oc2ccc(NS(=O)(=O)c3cccs3)cc12,14,9,0,-7,3.2,5,0,4,-3
CC(=O)N1CCN(c2ccc(NC(=O)c3cc4ccccc4o3)cc2)CC1,-11,-8,0,-4,3.4,-15,5,4,-14
O=c1oc2ccccc2c(O)c1CN1CCCCC1,12,1,4,-3,2.7,-11,2,2,3
Cc1ccc(-c2nnnn2CS(=O)(=O)c2ccccc2)cc1,8,-9,-6,-3,0.3,1,7,1,10
